# AID inhibitor: blocks human AID cytidine deaminase activity. Q9GZX7. AID deamination FRET fluorescence, UDG-coupled, 4 h. Potency, µM (series often up to 115 µM), for inactives: at the highest dose activity change, negative = inhibition, usual class: inhibitors. hit rate 0.32% among 91,000; further: nearly all actives have a fitted effect of over 25% in size
# Target sequence (Q9GZX7 whole entry, looked up): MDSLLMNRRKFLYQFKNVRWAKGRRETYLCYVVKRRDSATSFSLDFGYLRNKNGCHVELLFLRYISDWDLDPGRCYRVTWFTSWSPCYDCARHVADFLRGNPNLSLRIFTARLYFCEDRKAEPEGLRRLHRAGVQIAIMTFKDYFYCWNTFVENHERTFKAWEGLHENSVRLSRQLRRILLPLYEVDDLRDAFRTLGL
# UDG counterscr: UDG inhibition counter-screen | FRET deamination/UDG coupled assay, UDG read, 4 h | Potency, µM (highest dose often 115 µM), for the others: at the top dose activity change, negative = inhibition, hits mostly inhibitors | hit rate 0.14% among 91,000 | AID 1347430; further: nearly all actives have a fitted effect of over 65% in size
# * = called active by the depositor; ? = inconclusive; [ ] = remark or other dose. The call rests on the fitted dose curve; in most records, active means well fitted curve in the direction sought with a large enough effect; inconclusive means small, poorly fitted or top-dose-only effect, or another doubt; inactive means no such curve, though single readings can be large; an effect the other way counts as inactive or inconclusive. On the % scale 0 is the no-effect control and ±100 the full control effect; potency means the concentration at half of the fitted maximal effect. This is a subset. The share of hits here may be higher or lower than overall.
SMILES,AID inhibitor,UDG counterscr
O=C(Oc1ccc(Cl)cc1)C1CCCC(C(=O)Oc2ccc(Cl)cc2)C1 (centres undefined),2.2%,-6.9%
CCN(C(=O)c1nn(Cc2ccccc2)c(=O)c2ccccc12)C(C)C,-11.1%,-12.2%
COc1ccc(OC)c(CNC(=O)CN2C(=O)CCn3nc(-c4cn(C)c5ccccc45)cc32)c1,-9.5%,-12.7%
O=S(=O)(NCCc1csc2nc(-c3ccc(Cl)cc3)nn12)c1ccc2c(c1)OCCO2,1.0%,11.1%[57.5 µM]
COc1ccc(-n2ccnc(NCCc3ccc(S(N)(=O)=O)cc3)c2=O)cc1,-28.7%,-2.2%
Cc1cccc(NC(=O)c2oc3ccccc3c2NC(=O)c2cc(=O)c3cc(Cl)ccc3o2)c1,7.2%,-13.5%[57.5 µM]
CCCCNC(=O)CC1Nc2cc(C)c(C)cc2NC1=O (centres undefined),-2.4%,-2.5%
COc1ccc(-n2c(SCC(=O)Nc3cccc(C)c3C)nc3c([nH]c4ccccc43)c2=O)cc1,9.7%,-6.2%
CCOc1cccc(C(=O)NC23CC4CC(CC(C4)C2)C3)c1,-17.2%,-6.1%
COCCN(CC1CCCO1)CC1CCCO1 (centres undefined),53.6%,0.7%
COc1ccc(-c2noc(CSc3nnc(-c4ccncc4)n3-c3ccc(C)cc3)n2)cc1,?,?
CC(C)c1ccc(NC(=O)c2cc(S(=O)(=O)NC3CCCCC3)ccc2F)cc1,-2.0%,-3.8%
CCc1ccc(NC(=O)CC2C(=O)N(c3cccc(C)c3)C(=O)N2CCC(C)C)cc1 (centres undefined),12.7%,4.5%[57.5 µM]
CCN(CC)S(=O)(=O)c1ccc(NS(=O)(=O)c2cccc(C(=O)O)c2)cc1,-2.0%,-1.2%
CCCCOC(=O)c1ccc(Nc2nc3ccc(C(=O)c4ccccc4)cc3n3cnnc23)cc1,-7.3%,-11.8%
CCCN1C(=O)c2[nH]nc(-c3ccc(F)cc3)c2C1c1ccccn1 (centres undefined),-4.2%,-4.9%
Cc1cc2c(cc1S(=O)(=O)Nc1cc(C(F)(F)F)cc(C(F)(F)F)c1)OCC(=O)N2,?,2.5%
CC(NC(=O)CCCn1c(=O)c2cccn2c2cccnc21)c1ccccc1 (centres undefined),-24.9%,4.0%
CC(C(=O)NCc1ccccc1F)n1ccc2cc(S(=O)(=O)N3CCCC3)ccc21 (centres undefined),?,-16.7%
CN(C)CCNc1nc2c(c(=O)[nH]c(=O)n2C)n1Cc1cccc(Br)c1,1.8%,3.7%
COc1ccccc1C(=O)Nc1ccc2oc(-c3cccc(I)c3)nc2c1,-16.0%,-7.0%
COc1ccc(-c2c(C)c3cc(OS(=O)(=O)c4ccccc4)ccc3oc2=O)cc1OC,3.6%,9.9%
Cc1cc(-c2ccccc2)nc(=S)[nH]1,-7.5%,-5.1%
CCOc1ccc(Sc2cc(C(=O)NC(C)c3ccccc3)c3ccccc3n2)cc1 (centres undefined),-3.0%,7.5%[57.5 µM]
COc1ccc(NC(=O)CN2C(=O)C(C)(C)c3ccccc32)cc1Cl,-6.3%[57.5 µM],-4.5%[57.5 µM]
O=Cc1c(-c2ccccc2)[nH]c2ccccc12,-7.0%,-3.4%
COc1cccc(-c2nc(CS(=O)(=O)CC(=O)Nc3cc(F)ccc3F)c(C)o2)c1,-13.1%,-6.4%
O=C1CCCC2=C1C(c1ccsc1)CC(=O)N2c1cccc(C(F)(F)F)c1 (centres undefined),-11.0%,-3.4%
Cc1cc(C)cc(NC(=O)CN2C(=O)COc3ccc(S(=O)(=O)Nc4ccccc4)cc32)c1,-0.5%,9.7%
O=S(=O)(c1ccccc1)n1nc(-c2ccco2)nc1NCc1ccccc1,14.1%,5.1%
N#C/C(=C\C=C\c1ccccc1)c1nc2ccccc2[nH]1,45.5%[activator],-0.9%
Cc1c(C)c2ccc(OCC(=O)NC3CC(C)(C)NC(C)(C)C3)c(C)c2oc1=O,-4.2%,0.8%
Cc1ccc(C(=O)n2nc(C)c(S(=O)(=O)N3CCOCC3)c2C)cc1,0.1%,-6.2%
CCc1ccc(NC(=O)CC2C(=O)N(c3ccc(C)cc3)C(=O)N2C2CCCC2)cc1 (centres undefined),-8.0%,-5.3%
O=C(c1ccccc1OCc1nc(-c2ccccc2)no1)N1CCC(N2CCCCC2)CC1,-2.5%,-5.0%
N#Cc1cccc(NC(=O)c2ccc3c(c2)OCCCO3)c1,-11.7%,-11.6%
O=S(=O)(Nc1cccc(-c2ccc(N3CCOCC3)nn2)c1)c1cc(C(F)(F)F)ccc1Cl,-15.0%,0.3%
COc1ccc(-c2c(C)oc3cc(OC(=O)c4cccs4)ccc3c2=O)cc1,-12.8%,4.8%
Cc1ccccc1COC(=O)CSc1cnc2ccccc2n1,-10.2%,4.5%
O=C(NCc1ccccc1)c1cc2sccc2n1Cc1ccc(F)cc1,-8.2%,-10.4%
CC(=O)NNC(=S)Nc1ccc(Br)cc1Cl,3.1%,6.9%
Cc1cc2oc(=O)cc(CSc3cccc(C(F)(F)F)c3)c2cc1C(C)C,-1.8%,0.1%
COc1cc(C(=O)NCC(c2ccc3c(c2)OCO3)N2CCOCC2)cc(OC)c1OC (centres undefined),-1.0%,-4.0%[57.5 µM]
CCCCOc1ccc(C(=O)N(Cc2ccc(C(C)C)cc2)C2CCS(=O)(=O)C2)cc1 (centres undefined),25.1µM*,-9.8%
CCCCCCNC(=O)c1cccc(NC(=O)c2ccccc2)c1,-2.5%,0.5%
N#CCc1ccc(NC(=O)CNc2cccc(Br)c2)cc1,-3.4%,-12.3%
CCn1cc(C(=O)NCCN(CC(C)C)CC(C)C)c(=O)c2cc(S(=O)(=O)N(C)C3CCCCC3)ccc21,?,-9.5%
Cc1ccc(Nc2nc(-c3ccccc3)c(C(=O)Nc3cccnc3)s2)c(C)c1,-1.6%,-0.4%
O=C(O)CC1(Cc2nc3ccccc3s2)CCCC1,0.9%,-10.2%
Cc1ccc2c(c1)OC=CC(C(=O)Nc1ccc3oc(=O)ccc3c1)=C2,10.5%,6.6%
COc1ccc(/C=C(/C#N)c2ccccc2F)c(OC)c1,-13.0%,-0.8%
CCCOC(=O)c1cn(C)nc1S(=O)(=O)N1CCSCC1,-1.7%,1.9%
O=c1[nH]c2cc(C(F)(F)F)ccc2n1-c1cc(C(F)(F)F)ccc1O,0.2%,-4.9%
Cc1cc(-c2ccc(S(=O)(=O)Nc3ccc(Br)c(C)c3)s2)on1,1.1%,-17.4%
O=C(OCC(=O)N1CCc2ccccc21)c1cc([N+](=O)[O-])ccc1Cl,-6.2%,-0.7%
Cc1cccc(NC(=O)CSc2ncc(-c3ccccc3)[nH]2)c1C,20.6%,-18.7%
Cc1ccc(-c2nnc3ccccc3c2C(=O)Nc2ccc(F)cc2)cc1,5.7%,15.7%
Cc1noc2nc(-c3ccccc3F)cc(C(=O)NCc3ccccc3)c12,5.3%,-4.5%
CSc1ncc(C(=O)Nc2ccccc2C(=O)c2ccccc2)c(C(F)(F)F)n1,-2.7%,-3.5%[57.5 µM]
COc1ccc(-c2nc(CCNC(=O)c3cc(OC)c(OC)c(OC)c3)cs2)cc1,-16.6%,-1.6%[57.5 µM]
# Next section
SMILES,AID inhibitor,UDG counterscr
O=C(COc1ccc2c(-c3ccc(F)cc3)noc2c1)OCc1ccccc1,-1.2%,6.7%
Cc1ccc(S(=O)(=O)N2CCC(C(=O)NCc3ccccc3Cl)CC2)cc1,-13.0%,2.1%
CCOC(=O)c1ccc(NC(=O)NCCOCCn2c(=O)oc3ccccc32)cc1,4.7%,4.3%
Cc1ccc(Cl)cc1N(C)C(=O)c1cnc(N2CCOCC2)c2ccccc12,9.9%,50.7%[activator]
CC(=O)N1CCCc2cc(S(=O)(=O)N(C)CC(=O)Nc3cccc(Cl)c3C)ccc21,-8.8%,-8.2%
O=C(Cn1c(SCc2ccccc2F)nc2ccncc21)Nc1ccccc1C(F)(F)F,7.2%,9.7%
CCOc1cc(C#N)c(NC(=O)c2ccc3c(c2)OCO3)cc1OCC,-3.8%,-2.0%
CN1CCc2nc3sc(C(=O)Nc4ccccc4C(F)(F)F)c(N)c3cc2C1,161.7%[activator],7.3%
CCOc1ccc(CC(=O)Nc2c(C(=O)c3ccc(C)cc3)oc3ccccc23)cc1OCC,-2.4%,-9.4%
Cc1cccc(C(=O)NCc2ccc(C)s2)n1,2.3%,4.4%
CC1CCc2c(sc(/N=C/c3ccc(C(C)(C)C)cc3)c2C#N)C1 (centres undefined),-5.1%,0.8%
Cc1cc(CN2CCN(c3cccc(C)c3C)CC2)cs1,-2.7%,1.6%

# Some of these compounds in order of number of heavy atoms, low to high.
SMILES,AID inhibitor,UDG counterscr
CC1CCc2c(sc(/N=C/c3ccc(C(C)(C)C)cc3)c2C#N)C1 (centres undefined),-5.1%,0.8%
O=C(COc1ccc2c(-c3ccc(F)cc3)noc2c1)OCc1ccccc1,-1.2%,6.7%
CCOC(=O)c1ccc(NC(=O)NCCOCCn2c(=O)oc3ccccc32)cc1,4.7%,4.3%

# Next records.
SMILES,AID inhibitor,UDG counterscr
COc1ccc(OC)c(NC2=C(c3ccccc3)C(=O)c3ccccc32)c1,63.5%[activator],-7.3%
O=C1c2ccccc2C(=Cc2ccsc2)c2ccccc21,-18.3%,-10.8%
CCCSc1nc(-c2ccc(OC)cc2)cc(-c2ccccc2OC)c1C#N,?,-7.7%
CCOc1ccc(NCc2nc3ccccc3n2CCOc2ccc(C)cc2)cc1,?,-7.3%
CCCC(=O)N(c1ccc2oc3c(c2c1)CCCC3)S(=O)(=O)c1ccc(CC)cc1,-15.7%,11.5%
COc1ccc(NCC(=O)NC(C)(C#N)C(C)C)cc1Cl (centres undefined),0.9%,8.2%
O=C(Nc1ccc(Cn2cncn2)cc1)c1csc(NCc2ccccc2)n1,0.4%,1.4%
CCCc1nc2ccccc2c(C(=O)OCC(N)=O)c1CC,-5.7%,-0.9%
Cc1c(CC(=O)O)c(=O)oc2cc(OCc3ccccc3F)ccc12,-11.4%,0.8%
CCN(CC)Cc1cc(C(=O)O)co1,0.3%,5.5%
CC[C@H](NC(=O)c1c(C)c(-c2ccccc2)nc2ccccc12)c1ccccc1,-23.1%,-8.5%
COCCn1cc(C(=O)NCCc2ccccc2OC)ccc1=O,4.4%,-9.1%
O=C(COc1ccccc1)Nc1ccc(C(=O)OCc2cc(=O)n3nc(C4CC4)sc3n2)cc1,16.0%,-1.9%
CC(=O)Nc1ccc2nc(SCc3ccc(Cl)cc3)sc2c1,-2.6%,0.3%
CCOC(=O)c1c(NC(=O)c2cc(-c3cccc(OC)c3)on2)sc2c1CCCC2,?,-14.6%
CS(=O)(=O)N(CC(=O)NCCSCc1ccccc1)c1cc(C(F)(F)F)ccc1Cl,-24.1%[57.5 µM],-14.0%[57.5 µM]
Cc1nc(SCC(=O)Nc2ccccc2C)cc(-c2ccccc2)n1,7.1%,-0.4%
Fc1ccc(Nc2c(-c3ccccn3)nc3ccc(Cl)cn23)cc1,-4.0%,-12.2%
Cc1c(C(=O)OCCOc2ccccc2)[nH]c2c1C(=O)CC(c1ccccc1)C2 (centres undefined),?,-12.5%
COc1ccc(Nc2sc(C(=O)c3ccc(Cl)cc3)c(N)c2C(N)=O)cc1,5.2%,-1.7%

# By substructure, the entries above containing an aryl methoxy group.
SMILES,AID inhibitor,UDG counterscr
COc1ccc(OC)c(CNC(=O)CN2C(=O)CCn3nc(-c4cn(C)c5ccccc45)cc32)c1,-9.5%,-12.7%
COc1ccc(-n2ccnc(NCCc3ccc(S(N)(=O)=O)cc3)c2=O)cc1,-28.7%,-2.2%
COc1ccc(-n2c(SCC(=O)Nc3cccc(C)c3C)nc3c([nH]c4ccccc43)c2=O)cc1,9.7%,-6.2%
COc1ccc(-c2noc(CSc3nnc(-c4ccncc4)n3-c3ccc(C)cc3)n2)cc1,?,?
COc1ccccc1C(=O)Nc1ccc2oc(-c3cccc(I)c3)nc2c1,-16.0%,-7.0%
COc1ccc(-c2c(C)c3cc(OS(=O)(=O)c4ccccc4)ccc3oc2=O)cc1OC,3.6%,9.9%
COc1ccc(NC(=O)CN2C(=O)C(C)(C)c3ccccc32)cc1Cl,-6.3%[57.5 µM],-4.5%[57.5 µM]
COc1cccc(-c2nc(CS(=O)(=O)CC(=O)Nc3cc(F)ccc3F)c(C)o2)c1,-13.1%,-6.4%
COc1ccc(-c2c(C)oc3cc(OC(=O)c4cccs4)ccc3c2=O)cc1,-12.8%,4.8%
COc1cc(C(=O)NCC(c2ccc3c(c2)OCO3)N2CCOCC2)cc(OC)c1OC (centres undefined),-1.0%,-4.0%[57.5 µM]
COc1ccc(/C=C(/C#N)c2ccccc2F)c(OC)c1,-13.0%,-0.8%
COc1ccc(-c2nc(CCNC(=O)c3cc(OC)c(OC)c(OC)c3)cs2)cc1,-16.6%,-1.6%[57.5 µM]
COc1ccc(OC)c(NC2=C(c3ccccc3)C(=O)c3ccccc32)c1,63.5%[activator],-7.3%
CCCSc1nc(-c2ccc(OC)cc2)cc(-c2ccccc2OC)c1C#N,?,-7.7%
COc1ccc(NCC(=O)NC(C)(C#N)C(C)C)cc1Cl (centres undefined),0.9%,8.2%
COCCn1cc(C(=O)NCCc2ccccc2OC)ccc1=O,4.4%,-9.1%
CCOC(=O)c1c(NC(=O)c2cc(-c3cccc(OC)c3)on2)sc2c1CCCC2,?,-14.6%
COc1ccc(Nc2sc(C(=O)c3ccc(Cl)cc3)c(N)c2C(N)=O)cc1,5.2%,-1.7%

# Compound activity from PubChem BioAssay.
